APP transl inh = APP translation inhibition; SH-SY5Y APP 5'UTR-luciferase reporter, luminescence; inhibition, % at 2 µM; 0.82% of 190,000 active; AID 1285;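 active = inhibition above a set limit, derived from the sample mean plus 3 SD, cut at about 45% in these data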; note: values of inactives mirror those of a sister screen read the other way
Diaph inh CS = inhibits diaphorase or chemically oxidizes, flagging diaphorase assay artifacts; 0.69% of 190,000 active; diaphorase resazurin-to-resorufin fluorescence, NADH, 16 min; bacterial (C. kluyveri) enzyme, not human; AID 1217; inhibition, % at 20 µM;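 active = primary screen inhibition at 20 µM above a set limit, cut at about 50% in these data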;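 note: plate controls were DMSO with full reaction for no effect and wells lacking NADH for full effect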
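System: Bacterial diaphorase enzyme (C. kluyveri) | Incubation: 16-min room-temperature incubation before reading | Benchmarks: No-NADH positive control and DMSO neutral control | Measured by: Resorufin fluorescence 544/590 nm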
APP 5'UTR act = APP 5'UTR luciferase reporter activation | AID 1276 | activation, % at 2 µM | 1% of 190,000 active | SH-SY5Y APP 5'UTR luciferase reporter, luminescence; zero percent = DMSO vehicle wells;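 active = activation above a set limit, based on mean plus 3 SD of controls, cut at about 140% in these data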; note: values of inactives mirror those of a sister screen read the other way
STAT1 act = increases IFN-gamma driven STAT1 reporter signal; AID 932; 2.6% of 200,000 active; NIH 3T3 STAT1-luciferase reporter, luminescence; 100% = IFN-gamma alone, no compound; activation (% of control), % at 5.5 µM;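 active = activation above the screen-wide mean activation plus 3 SD, cut at about 130% in these data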;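 note: raw ratio to IFN-gamma control signal so 100% means no change and 0% no light; values of inactives mirror those of a sister screen read the other way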
Diaphorase act = counter-screen for diaphorase-based assays: diaphorase activators and chemical reducers | Diaphorase/resazurin coupled assay, resorufin fluorescence, 16 min; hits give high values; 1 = vehicle wells, 0 = NADH-free wells | 0.005% of 190,000 active | activation factor at 20 µM;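 active = diaphorase activity raised at least twofold by the compound at 20 µM; inactive = activation factor below 2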
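Assay system: bacterial diaphorase enzyme (C. kluyveri) / Input: enzyme 0.07 U/mL final / Medium: 50 mM HEPES pH 7.4 with 4.542 mM MgCl2, 0.005% Tween 20 / Doses: single compound dose of 20 µM, 1% DMSO final / Incubation: 16 min enzyme reaction, ambient temperature / Signal: fluorescence, excitation 544 nm and emission 590 nm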
FLuc inh counter = counter-screen for luciferase assay inhibitors: firefly luciferase inhibition. ATPLite firefly luciferase biochemical luminescence, 10 min. inhibition, % at 10 µM. 1.5% of 200,000 active;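 active = inhibition above about 50% when tested at 10 µM, limit read from the data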
G6PDH counter = counter-screen for G6PDH assay hits: L. mesenteroides G6PDH inhibition | 0.12% of 200,000 active | AID 1020 | Purified L. mesenteroides G6PDH, diaphorase/resazurin coupled fluorescence, 45 min | inhibition, % at 5 µM; in the data active = inhibition above about 50%
FLuc act counter = affects firefly luciferase, flagging false hits in luciferase stimulation screens; P08659; ATPlite luciferase biochemical, luminescence, 10 min; 0 = ATP-free wells, 1 = DMSO control; activation factor at 10 µM; 200,000 tested, under 10 active;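 active = luciferase activation factor, scaled between plate controls, of at least 2 with compound at 10 µM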
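Material: Luciferase/luciferin reagent mix; Doses: test compounds dosed from 2 mM stocks in 100% DMSO; Schedule: 10 min incubation after luciferase reagent addition, room temperature; Measured by: luminescence from luciferase reaction; Read-out: luminescence gain marking luciferase activators.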
TLR4 MyD88 comp = TLR4-MyD88 interaction inhibition in cells. 0.18% of 200,000 active. inhibition, % at 8.4 µM. AID 861. O00206+Q99836. HeLa CL3-4 TLR4/MyD88 BLA complementation, FRET ratio; in the data active = inhibition above about 25%;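 note: 0% = vehicle and 100% = reference inhibitor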
Target sequence (O00206 whole entry, looked up): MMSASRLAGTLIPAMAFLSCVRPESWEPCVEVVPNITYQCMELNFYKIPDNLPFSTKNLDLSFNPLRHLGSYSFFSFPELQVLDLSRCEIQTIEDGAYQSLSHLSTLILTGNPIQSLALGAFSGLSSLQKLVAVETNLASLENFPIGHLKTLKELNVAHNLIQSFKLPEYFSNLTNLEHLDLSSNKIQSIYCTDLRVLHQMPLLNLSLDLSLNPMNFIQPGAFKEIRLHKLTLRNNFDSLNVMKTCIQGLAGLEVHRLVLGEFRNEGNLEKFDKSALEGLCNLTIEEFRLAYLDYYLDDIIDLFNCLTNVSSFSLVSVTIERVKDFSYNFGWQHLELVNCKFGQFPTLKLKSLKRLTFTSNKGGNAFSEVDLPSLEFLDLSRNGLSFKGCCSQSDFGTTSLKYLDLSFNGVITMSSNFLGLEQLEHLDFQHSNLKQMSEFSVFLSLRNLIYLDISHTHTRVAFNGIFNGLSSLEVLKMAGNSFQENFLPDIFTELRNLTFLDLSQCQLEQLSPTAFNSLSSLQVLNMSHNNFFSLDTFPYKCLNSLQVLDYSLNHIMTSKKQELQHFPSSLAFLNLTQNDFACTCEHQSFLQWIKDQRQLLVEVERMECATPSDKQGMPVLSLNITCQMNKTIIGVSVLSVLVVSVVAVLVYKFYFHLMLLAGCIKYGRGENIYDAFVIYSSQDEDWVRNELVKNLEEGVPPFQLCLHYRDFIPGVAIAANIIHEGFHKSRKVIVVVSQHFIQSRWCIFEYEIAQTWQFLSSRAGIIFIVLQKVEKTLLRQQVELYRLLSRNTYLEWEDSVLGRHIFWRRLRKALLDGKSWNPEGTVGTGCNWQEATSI
Target sequence (Q99836 whole entry, looked up): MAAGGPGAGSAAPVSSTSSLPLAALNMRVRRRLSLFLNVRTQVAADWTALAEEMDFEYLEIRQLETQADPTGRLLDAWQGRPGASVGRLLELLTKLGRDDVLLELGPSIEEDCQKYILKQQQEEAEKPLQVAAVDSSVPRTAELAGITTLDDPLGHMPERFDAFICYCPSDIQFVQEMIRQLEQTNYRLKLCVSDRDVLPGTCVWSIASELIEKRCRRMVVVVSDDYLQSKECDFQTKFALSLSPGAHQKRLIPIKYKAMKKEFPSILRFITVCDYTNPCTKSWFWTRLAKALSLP
NF-kB neuron act = compounds increasing NF-kB expression in human neuronal cells; NF-kB reporter expression; hits give high values; fold change at 12.5 µM; 1.6% of 190,000 active; in the data active = fold change above about 3.3
Active calls of the source: *; . = not tested or not shown.

SMILES	APP transl inh	Diaph inh CS	APP 5'UTR act	STAT1 act	Diaphorase act	FLuc inh counter	G6PDH counter	FLuc act counter	TLR4 MyD88 comp	NF-kB neuron act
CSc1cccc(NC(=O)C2CCCN2S(=O)(=O)c2ccc3c(c2)CCC(=O)N3)c1 (stereo not drawn)	-16	20	16	100	0.8	-4	6	1	0	0.75
CC(O)CNc1nc2ccccc2n1CC(=O)NC12CC3CC(CC(C3)C1)C2 (stereo not drawn)	-3	6	3	94	0.9	-4	4	1	6	0.85
CCCNC(=O)c1ccc2c(=O)n(Cc3ccco3)c(=S)[nH]c2c1	-14	19	14	89	0.8	-4	-5	1	-3	0.99
NNC(=O)c1cc2c(ccc3ccccc32)o1	-3	-4	3	103	1	1	17	1	9	1.2
O=C(Cn1nnc(-c2ccccc2NC(=O)c2ccccc2F)n1)NC1CCCC1	-9	15	9	102	0.9	-3	7	1	4	1.2
CCN(CC)c1ccc(NC(=O)c2cnccn2)cc1S(=O)(=O)Nc1ccc(OC)cc1	-32	25	32	99	0.8	-1	0	1	2	0.73
C/C(CCC12CC3CC(CC(C3)C1)C2)=N\NC(N)=S	-15	13	15	116	0.9	-8	-1	1.1	1	2.9
COc1ccc(C(=O)C2CCCN(C(=O)CCc3ccccn3)C2)c(C)c1 (stereo not drawn)	16	4	-16	99	1	-4	8	1	0	0.89
CCN(CC)CCN1C(=O)C(O)=C(C(C)=O)C1c1ccccc1 (stereo not drawn)	.	10	.	.	0.9	-6	6	1.1	.	.
Cn1nc(N)nc1N1CCN(c2ccc(F)cc2)CC1	-25	7	25	95	0.9	-7	16	1.1	5	1.2
O=C(O)c1cc(S(=O)(=O)N2CCOCC2)c(Sc2ccccn2)cc1Sc1ccccn1	-2	30	2	97	0.7	-9	8	1.1	-4	1
O=C(Nc1nnc(-c2ccco2)o1)c1cccc(Cl)c1	3	10	-3	98	0.9	0	3	1	3	1
O=C(O)/C=C\C(=O)Nc1ccc(N2CCN(c3cccc(Cl)c3)CC2)cc1	-12	10	12	95	0.9	0	3	1	-3	1.3
Cc1ccc2nc(C)cc(N/N=C/c3ccc(F)cc3)c2c1	-1	20	1	114	0.8	-2	1	1	-5	.
COc1ccc(N=C2C(=O)Nc3ccccc32)cc1	2	23	-2	104	0.8	0	2	1	5	1.1
Cn1c(=N)n(CC(O)c2ccccc2)c2ccccc21 (stereo not drawn)	-27	3	27	98	1	0	8	1	16	0.77
CCC(CO)Nc1ncnc2c1cnn2-c1ccc(Cl)cc1 (stereo not drawn)	-162	-4	162*	147*	1	34	-5	0.7	-6	0.69
Cc1nc(C(=O)N(C)C)nn1-c1ccc(Cl)cc1Cl	7	3	-7	102	1	-8	13	1.1	-7	1
CCCc1cc(C(=O)N/N=C/c2ccc(C)o2)c2ccccc2n1	-4	4	4	98	1	-1	4	1	16	0.9
O=C(CN1C(=O)COc2ccccc21)c1ccc(Cl)cc1	16	10	-16	92	0.9	-6	10	1.1	18	1.9
O=C(OCC(=O)N1CCCC1)c1ccc(S(=O)(=O)Nc2ccccc2)cc1	-16	16	16	101	0.8	-2	5	1	4	1
CCOC(=O)c1cc(C#N)c(SCc2cccc3ccccc23)nc1C	-3	17	3	97	0.8	-4	0	1	3	1.2
c1ccc(NCn2cncn2)nc1	10	19	-10	109	0.8	-5	-6	1.1	-6	1.2
CS(=O)(=O)c1ccc(Cl)c(NC(=O)COC(=O)c2cccc(C#N)c2)c1	-18	-14	18	98	1.1	1	4	1	-6	1.5
O=C(COC(=O)c1cc(-c2cccs2)nn1-c1ccccc1)Nc1cc([N+](=O)[O-])ccc1Cl	-14	9	14	107	0.9	-2	0	1	8	1.2
COc1ccc(C)cc1NC(=O)C(C)N(c1ccc(C)cc1)S(C)(=O)=O (stereo not drawn)	3	15	-3	98	0.9	-5	2	1	6	0.83
COC(=O)CON1C(=O)c2ccccc2C1=O	-6	2	6	103	1	-1	1	1	0	1.2
COc1ccccc1CNC(=O)COC(=O)Cn1cnc2ccccc21	1	4	-1	99	1	-2	6	1	-6	1.2
CCCc1nnc(NC(=O)CCC(=O)Nc2ccc(F)cc2)s1	-9	23	9	104	0.8	-4	7	1	4	1.2
CC(CCc1ccccc1)NC(=O)CSc1nccc(=O)[nH]1 (stereo not drawn)	-13	4	13	102	1	-9	24	1.1	-7	1.5
O=C(COc1ccc(S(=O)(=O)NC2CCCCC2)cc1)N1CCN(c2ccc(F)cc2)CC1	13	11	-13	96	0.9	-1	2	1	-8	0.6
O=C(CN(C(=O)CCC(=O)Nc1nccs1)C1CCCC1)NCc1ccc2c(c1)OCO2	2	5	-2	102	0.9	-6	0	1.1	8	1
CC1CC(NC(=O)CCn2c(=O)oc3ccccc32)CC(C)(C)C1 (stereo not drawn)	15	10	-15	102	0.9	-3	21	1	6	1.2
CN1C2C=C(N(CCc3ccccc3)C(=O)c3ccc(Cl)cc3)CC1CC2 (stereo not drawn)	4	6	-4	102	0.9	-3	11	1	-13	0.95
O=C(Oc1ccc2cccc(OC(=O)N3CCOCC3)c2c1)N1CCOCC1	8	12	-8	96	0.9	-2	9	1	-1	0.9
CCCCNC(=O)Nc1nc2ccccc2s1	-148	7	148*	152*	0.9	24	3	0.8	-3	1.3
COc1ccccc1NC(=O)CSc1ncn[nH]1	-9	3	9	97	1	-3	6	1	-8	1.1
Cc1nc2ccc([N+](=O)[O-])cc2nc1C	-4	-1	5	100	1	-3	5	1	-23	1.4
N#CC1=C(N)Oc2n[nH]c(-c3ccccc3)c2C12C(=O)Nc1ccccc12 (stereo not drawn)	-19	14	19	101	0.9	-7	1	1.1	6	1
CCC(C)n1nccc1NC(=O)C(C)Cl (stereo not drawn)	0	-1	0	116	1	0	0	1	-10	1.4
CCCCN1C(=O)C(NC(C)=O)c2ccccc21 (stereo not drawn)	-8	4	8	104	1	-1	-13	1	-3	1
COc1ccc(S(=O)(=O)Nc2c(F)cccc2F)cc1	-8	10	8	99	0.9	-6	6	1.1	1	1
O=C(c1ccco1)N1CCN=C1SCc1ccccc1Cl	-15	17	15	104	0.8	-2	2	1	10	1.3
Cc1ccc(S(=O)(=O)N2CCC(C(=O)N3CCC(C(=O)NCc4cccnc4)CC3)CC2)cc1	-15	14	15	94	0.9	-8	0	1.1	-7	1.4
C=CCc1c(C)nc(-c2ccccc2)nc1Nc1ccccc1O	-18	29	18	106	0.7	-6	-3	1.1	10	1.2
O=C(NCc1ccco1)c1cccs1	-24	11	24	98	0.9	2	13	1	-3	1.3
CN(C)CCCN(C(=O)CCc1ccccc1)c1nc2c(F)cccc2s1	1	8	-1	111	0.9	-3	14	1	-17	0.9
COc1cccc(N2CCN(C(=S)Nc3cccc(C)c3)CC2)c1	6	10	-6	91	0.9	-7	5	1.1	-14	0.97
O=c1nc2c(O)cccn2c2c1c(=O)[nH]c1ccccc12	-4	75*	4	107	0.3	0	-8	1	10	1.5
COc1ccc(C)cc1NC(=O)CN(Cc1nnc(-c2ccc(Cl)cc2)o1)C1CCCC1	-9	20	9	102	0.8	-4	-57	1	4	1.3
O=c1nc2ccccc2c(NS(=O)(=O)c2ccc(Cl)cc2)n1-c1ccccc1	22	7	-22	100	0.9	-4	7	1	-7	1.2
O=c1c2sccc2nc(SCc2cc(=O)n3ccccc3n2)n1Cc1ccccn1	-24	8	24	85	0.9	-2	-3	1	-1	2.2
COc1ccccc1NC(=O)c1cc2ccccc2nc1C	-3	-1	3	106	1	1	3	1	-3	1
CC(C)(C)c1ccc(COn2c(=O)c(-c3ccco3)[n+]([O-])c3ccccc32)cc1	-16	-2	16	95	1	8	5	0.9	-8	1.2
CC(=O)N1c2ccc(S(=O)(=O)CCC(=O)O)cc2CC1C (stereo not drawn)	-1	2	1	104	1	-10	4	1.1	-1	0.91
CCCCNS(=O)(=O)c1ccc2nc(-c3cccnc3)cc(C(=O)NCCCN(CC)CC)c2c1	-2	-1	2	102	1	-4	-1	1	4	1.2
S=c1[nH]nc(-c2ccco2)n1/N=C/c1ccc(Cl)cc1	0	39	0	92	0.6	-5	-18	1	4	1.1
CCOc1ccccc1N(CC(=O)N/N=C/c1cc(Br)ccc1OC)S(C)(=O)=O	-30	23	31	100	0.8	-6	-4	1.1	3	0.81
Cc1ccc(NC(=O)c2c(C)noc2C)cc1	.	7	.	101	0.9	-13	5	1.1	-7	1.3
Oc1ccccc1-c1nc(N2CCCC2)c2ccccc2n1	-1	19	1	99	0.8	-7	0	1.1	-8	0.94

2 entries from above, with values under each structure:
Sequence of screens – APP transl inh, Diaph inh CS, APP 5'UTR act, STAT1 act, Diaphorase act, FLuc inh counter, G6PDH counter, FLuc act counter, TLR4 MyD88 comp, NF-kB neuron act
CCCCNS(=O)(=O)c1ccc2nc(-c3cccnc3)cc(C(=O)NCCCN(CC)CC)c2c1
    -2, -1, 2, 102, 1, -4, -1, 1, 4, 1.2
S=c1[nH]nc(-c2ccco2)n1/N=C/c1ccc(Cl)cc1
    0, 39, 0, 92, 0.6, -5, -18, 1, 4, 1.1

(next part)
SMILES	APP transl inh	Diaph inh CS	APP 5'UTR act	STAT1 act	Diaphorase act	FLuc inh counter	G6PDH counter	FLuc act counter	TLR4 MyD88 comp	NF-kB neuron act
CCOC(=O)N1CCC(N(CCCOC)C(=O)Nc2ccc(CC)cc2)CC1	-8	9	8	99	0.9	-4	-8	1	-4	0.98
CCCC(=O)c1ccc(N2CCCCC2)c(F)c1	-51	9	51	130*	0.9	22	11	0.8	6	1.8
COc1cccc(-n2c(Cc3cc(=O)[nH]c(=O)[nH]3)nnc2SCC(=O)NC2CCCCC2)c1	-5	13	5	103	0.9	-6	4	1.1	-1	1.2
Cn1cc(S(=O)(=O)Oc2ccccc2)c(=O)n(C)c1=O	-2	-1	2	91	1	-6	-1	1.1	0	.
COc1ccc(N(CC(=O)N2CCN(c3ccccc3F)CC2)S(=O)(=O)c2c(C)n[nH]c2C)cc1	-22	20	22	98	0.8	-6	0	1.1	12	1.1
Nc1c(C2=NCCO2)nnn1Cc1ccccc1	9	-2	-9	102	1	-4	3	1	3	1.2
CCCCCCCCNc1nc(Cl)nc(NCCN2CCOCC2)n1	10	-2	-10	98	1	0	9	1	0	1.1

Laid out differently: entries from further up
canonical_smiles | APP transl inh | Diaph inh CS | APP 5'UTR act | STAT1 act | Diaphorase act | FLuc inh counter | G6PDH counter | FLuc act counter | TLR4 MyD88 comp | NF-kB neuron act
Cn1cc(S(=O)(=O)Oc2ccccc2)c(=O)n(C)c1=O | -2 | -1 | 2 | 91 | 1 | -6 | -1 | 1.1 | 0 | .
Nc1c(C2=NCCO2)nnn1Cc1ccccc1 | 9 | -2 | -9 | 102 | 1 | -4 | 3 | 1 | 3 | 1.2
CCCCCCCCNc1nc(Cl)nc(NCCN2CCOCC2)n1 | 10 | -2 | -10 | 98 | 1 | 0 | 9 | 1 | 0 | 1.1
COc1cccc(-n2c(Cc3cc(=O)[nH]c(=O)[nH]3)nnc2SCC(=O)NC2CCCCC2)c1 | -5 | 13 | 5 | 103 | 0.9 | -6 | 4 | 1.1 | -1 | 1.2
CCCC(=O)c1ccc(N2CCCCC2)c(F)c1 | -51 | 9 | 51 | 130* | 0.9 | 22 | 11 | 0.8 | 6 | 1.8
COc1ccc(N(CC(=O)N2CCN(c3ccccc3F)CC2)S(=O)(=O)c2c(C)n[nH]c2C)cc1 | -22 | 20 | 22 | 98 | 0.8 | -6 | 0 | 1.1 | 12 | 1.1

Compound activity: PubChem BioAssay, several laboratories
